Pf apPOL inh: Pf-apPOL inhibitors, biochemical, fluorescence. Plasmodium falciparum apicoplast DNA polymerase (apPOL). Recombinant Pf-apPOL, molecular beacon fluorescence, 1.5 h. inhibition, % at 10 µM. 0.25% of 210,000 active. AID 1794808, 2022
mHTT CaM bind: mutant huntingtin-calmodulin interaction inhibitors – biochemical, AlphaScreen, primary screen. AlphaScreen His-mHTT/GST-CaM binding, luminescence. inhibition, % at 15 µM. 3.6% of 190,000 active. AID 1671202, 2021;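 note: 0% = both proteins with DMSO and 100% = one protein alone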
Starred values were filed as active, the others as inactive; nt = no result given; & = joins results of further samples. Cut-off read from the data, not from the text of the source: active = inhibition above about 50%; inactive = the rest. Hits appear at their usual frequency; overall some 3.6% were active at least once.

SMILES	Pf apPOL inh	mHTT CaM bind
Oc1c(C=Nc2ccc(Br)cc2)[nH]c2ccc(Br)c(Cl)c12	-7	58*
COc1cccc(-c2noc(C3CCCN3C(=O)Nc3ccc4c(c3)OCO4)n2)c1 (stereo not drawn)	3	18
Cc1nnc2ccc(S(=O)(=O)N(Cc3cccc(F)c3)c3ccccc3)cn12	0	17
CC(O)c1cccc(NC2(c3ccccc3)C(=O)c3ccccc3C2=O)c1 (stereo not drawn)	-11	5
CCCn1cnnc1C1CCN(C(=O)c2ccc(F)cc2)CC1	-4	-2
COc1ccc(NC(=O)CSc2nc3c(cc2C#N)C(=O)CCC3)cc1	-2	3
NC(=O)c1cnccn1	7	nt
CCOc1ccccc1NC(=O)Cc1csc(Nc2cccc(Cl)c2)n1	-2	11
CN(C)C(=O)c1cccc2c1CCN2C(=O)Nc1ccccc1	-4	-3
Cc1cccc(NC(=O)CSc2nnc(NC(=O)CN(C)S(C)(=O)=O)s2)c1C	-6	-7
Cc1ccc(C(=O)N2CCc3c(nc4cc(-c5ccccc5Cl)[nH]n4c3=O)C2)cc1F	-4	20
Cn1cc(SCc2ccc(Br)cc2)c2ccccc21	0	-26
O=C(CSc1cn(Cc2cccc(F)c2)c2ccccc12)N1CCCCCC1	4	40
COc1ccc(OC)c(CNC(=O)c2cc(-c3cccs3)nc3ccccc23)c1	-3	4
O=C(O)/C(=C\c1ccc2c(c1)OCO2)NC(=O)c1ccc(Br)cc1	10	1
c1cnc2c(c1)nnn2C1CC1	0	nt
CCn1cc(C(=O)Nc2ccccc2OC)c(=O)c2ccc(C)nc21	-3	2
O=C1c2ccccc2C(=O)N1c1ccccc1N=Cc1cc(Cl)cc(Cl)c1O	-6	nt
Cc1onc(-c2ccccc2Cl)c1C(=O)NN	-6	-2
O=C1c2ccc(S(=O)(=O)c3ccc4c(c3)C(=O)N(CCO)C4=O)cc2C(=O)N1CCO	-4	-3
O=C(CSc1nncc(=O)[nH]1)Nc1cccc([N+](=O)[O-])c1	0	-6
COc1ccc(C2CC(=O)Nc3n[nH]c(-c4ccc(Cl)cc4)c32)c(OC)c1 (stereo not drawn)	-3	39
CC(C)CCNC(=O)N1CCCC1c1cccc(F)c1 (stereo not drawn)	-4	-4
CC(C)c1ccc(CNC(=O)c2nc3cccnc3n(C)c2=O)cc1	0	62*
CN1CC=C(CNc2cccc3c2CCCC3)CC1	3	40

Single entries from the entries so far:
In Pf apPOL inh, Cn1cc(SCc2ccc(Br)cc2)c2ccccc21 is entered as 0
In mHTT CaM bind, O=C(CSc1cn(Cc2cccc(F)c2)c2ccccc12)N1CCCCCC1 is entered as 40

The main list resumes; the four compounds before the break are reprinted first.
SMILES	Pf apPOL inh	mHTT CaM bind
COc1ccc(C2CC(=O)Nc3n[nH]c(-c4ccc(Cl)cc4)c32)c(OC)c1 (stereo not drawn)	-3	39
CC(C)CCNC(=O)N1CCCC1c1cccc(F)c1 (stereo not drawn)	-4	-4
CC(C)c1ccc(CNC(=O)c2nc3cccnc3n(C)c2=O)cc1	0	62*
CN1CC=C(CNc2cccc3c2CCCC3)CC1	3	40
CC1CCN(C2=NS(=O)(=O)c3ccccc32)CC1	-3	0
C=CCOc1ccc(/C=C2/C(=O)N(c3ccc(Br)cc3)N=C2C)cc1OC	-7	8
NS(=O)(=O)c1ccc(CCNC(=O)c2ccc(-c3ccccc3)cc2)cc1	-3	2
Cc1noc(-c2cccnc2N2CCCN(C(=O)c3ccc(C(C)C)cc3)CC2)n1	0	-1
Cc1cccc(NC(=O)N2CCC(CCNS(=O)(=O)c3c(C)cc(C)cc3C)CC2)c1	-1	0
COc1ccc2occ(C(=O)c3ccc(F)cc3)c(=O)c2c1	-5	0
O=[N+]([O-])c1ccc(N2CCN(CCO)CC2)cc1Sc1nnnn1-c1ccccc1	-2	30
CC1CN(C)C(C)c2c1oc1ccc([N+](=O)[O-])cc21 (stereo not drawn)	6&-4	4&7
O=C1OC(C2CCCCC2)=N/C1=C/c1ccccc1F	-1	-2
COc1ccc(CNc2ccc([N+](=O)[O-])cc2C)cc1	-6	7
CC1(C)Cc2ccccc2-c2nc3n(c(=O)c21)CCS3	0	-2
O=C(Nc1ccc(C(F)(F)F)cc1)N1CCc2c(nc[nH]c2=O)C1	-1	-3
O=S(=O)(c1ccc2nc(-c3ccccc3)[nH]c2c1)N1CCCCC1	-4	13
CCC1CCCCN1C(=O)c1ccc2ncc3c(=O)n(-c4ccccc4)[nH]c3c2c1 (stereo not drawn)	0	66*
CCN1CCCc2cc(C(=O)NC(C)C)sc21	-2	-6
Cc1oc2c3c(ccc2c(=O)c1-c1ccccc1)OCN(CC1CCCO1)C3 (stereo not drawn)	1	0
CC(=O)Oc1ccc2c(c1)OC(=Cc1ccc(C(C)C)cc1)C2=O	1	-4
CCn1cc(C(=O)NCCC(C)C)c(=O)c2ccc(C)nc21	-1	1
O=S(=O)(NCC1CCCO1)c1ccc(Cl)c(C(F)(F)F)c1 (stereo not drawn)	-4	-14
O=C(O)CSc1c[nH]c2ccccc12	0	9
Cc1cccc(C(=O)NC(C)C(=O)N2CCCc3ccccc32)c1 (stereo not drawn)	0	-4
COc1ccccc1CCC(=O)O	-4	nt
Cc1ccc(OCCCCN(C)C)c(C(C)(C)C)c1	-1	2
N#Cc1c(N=Cc2cc(Br)ccc2O)sc2c1CCC2	5	25
Cc1cc(C)cc(S(=O)(=O)N2CCC(c3nc(C(=O)N(C)C)c(C)o3)CC2)c1	-2	8

4 entries from above in a different format:
| mol | Pf apPOL inh | mHTT CaM bind |
| --- | --- | --- |
| CCN1CCCc2cc(C(=O)NC(C)C)sc21 | -2 | -6 |
| Cc1oc2c3c(ccc2c(=O)c1-c1ccccc1)OCN(CC1CCCO1)C3 (stereo not drawn) | 1 | 0 |
| CC(=O)Oc1ccc2c(c1)OC(=Cc1ccc(C(C)C)cc1)C2=O | 1 | -4 |
| CCn1cc(C(=O)NCCC(C)C)c(=O)c2ccc(C)nc21 | -1 | 1 |

Next part:
SMILES	Pf apPOL inh	mHTT CaM bind
COCCC(=O)N1CCC(Nc2cccnc2)C1 (stereo not drawn)	-2	-2
Cc1c(Br)sc2sc(Br)c(C)c12	-7	nt
CC12CC3CC(Br)(C1)CC(C(=O)O)(C3)C2 (stereo not drawn)	-4	-5
O=C(Nc1sc2c(c1C(=O)N1CCOCC1)CCCCC2)c1ccco1	-4	6
O=C(Nc1nc(-c2nc3ccccc3s2)cs1)c1ccc([N+](=O)[O-])o1	3	0
CC(=O)OC[C@H](NC(=O)[C@H](Cc1c[nH]c2ccccc12)NC(=O)OC(C)(C)C)[C@@H]1O[C@H](n2cc(F)c(=O)[nH]c2=O)[C@@H](OC(C)=O)[C@H]1OC(C)=O	1	7
Cc1ccc(NC(=O)c2ccncc2)c(C(=O)O)c1	4	-2
CC(C)c1cc(C2CCCN2C(=O)c2ccnn2C)no1 (stereo not drawn)	3	-4
CCc1nc2c(NC(=O)c3ccc(OC)c(F)c3)cccn2n1	1	-1
CCOc1ccccc1NC(=O)c1c(NCc2cccnc2)sc2c1CCCCC2	-17	80*
CC1=C(C(=O)Nc2cccc(C(F)(F)F)c2)C(c2sccc2C)C2=C(CCCC2=O)N1 (stereo not drawn)	-5	5
COc1ccc(NC(=O)C(=O)NC2CCCC2)cc1	2	-3
CCCn1cnc2c1c(=O)n(CC1CC1)c(=O)n2-c1ccc(F)cc1	-2	-2
COc1ccc2[nH]c(C(=O)N3CCN(C(=O)c4ccc(F)c(F)c4)CC3)cc2c1	1	-1
Cc1ccc2c(C(=O)NC3CCCC3)cc(NC(=O)C3CC3)cc2n1	-13	7
Fc1ccc(C2=Nn3c(nnc3-c3cccc(Cl)c3)SC2)cc1	1	5
CN(C)C(=O)CN1C(=O)CCSc2ccccc21	-2	-1
Cc1ccc(/C=C2\NC(=O)N(Cc3ccc(Cl)cc3)C2=O)cc1	1	-2
CC1=C(C(=O)Nc2cc(Cl)ccc2C)C(c2cccs2)NC(=O)N1 (stereo not drawn)	0	5
COc1ccc(CNC(=O)c2cnn3c(C)c(Cc4cccc(Cl)c4)c(C)nc23)cc1	-6	5
Cc1oc(C2CCN(C(=O)Cc3cccc(F)c3)CC2)nc1C(=O)N1CCSCC1	-1	33
Cc1cc(N2CCN(C)CC2)nc2ccc(NC(=O)/C=C/c3ccc4c(c3)OCO4)cc12	-3	51*
Cc1ccc(-c2cc(C(=O)NCCN3CCOCC3)c3ccccc3n2)o1	-6	5
O=C(CCN1C(=O)c2ccccc2C1=O)Nc1ccccc1[N+](=O)[O-]	2	2
CCN(CC)CCS(=O)c1ccccc1 (stereo not drawn)	-16	-3

One compound at a time, as listed above. Order of screens: Pf apPOL inh	mHTT CaM bind
Record of CCc1nc2c(NC(=O)c3ccc(OC)c(F)c3)cccn2n1 → 1	-1
Record of O=S(=O)(NCC1CCCO1)c1ccc(Cl)c(C(F)(F)F)c1 (stereo not drawn) → -4	-14
Record of COc1ccc(CNc2ccc([N+](=O)[O-])cc2C)cc1 → -6	7
Record of COc1ccc2occ(C(=O)c3ccc(F)cc3)c(=O)c2c1 → -5	0

Further structures:
SMILES	Pf apPOL inh	mHTT CaM bind
Nc1cc(=O)[nH]c(SCC(=O)N2CCOCC2)n1	-8	-4
Nc1nc2nonc2nc1Nc1ccccc1	-8	-3
CC(C)Cc1ccc(C(C)C(=O)N2CCN(C)CC2)cc1 (stereo not drawn)	-4	7
Cc1nc(-c2ccc(C(=O)NCc3ccccc3)cc2)cs1	-9	-3
COc1ccc(N2CCN(CCNC(=O)c3cccc(C(F)(F)F)c3)CC2)cc1	-8	-4
COc1ccc(C2=NOC(C(=O)N3CCC4(CC3)OCCO4)C2)cc1OC (stereo not drawn)	-4	-8
COc1ccc(C2=NN=C(C)c3cc(OC)c(OC)cc3C2)cc1OC	-9	-3
Cc1ccccc1-n1nc(C(=O)O)cc1-c1ccccc1	3	4
CSC(=NCCSCc1c(Cl)cccc1Cl)NC#N	-3	nt
Cc1ccc(C)c(NC(=O)Cn2cc3c(n2)CCCCC3)c1	-5	-2
COc1cc(NC(=O)c2cccnc2)ccc1NC(=O)c1cc2ccccc2o1	-22	-4
O=C(c1ccc(SCc2cccnc2)c([N+](=O)[O-])c1)N1CCc2ccccc2C1	0	32
Cc1ccc(C(=O)NCc2c(C)nc3sc(C)nn23)cc1	-7	9
O=c1[nH]c(SCc2cccc([N+](=O)[O-])c2)nc2[nH]ncc12	-15	-10
O=C(CCCO)NCc1ccc(F)cc1	-4&5	nt
COc1ccc(/C=C2\N=C(c3cccc([N+](=O)[O-])c3)OC2=O)cc1	1	-1
CCCCCSc1nnc2c(n1)[nH]c1ccccc12	-10	-3
CCCCc1ccc(-c2nc(C=Nc3ccc([N+](=O)[O-])cc3Cl)c(O)o2)cc1	1	5
COc1ccccc1Oc1c(C)oc2c(CN(C)C)c(O)ccc2c1=O	-1	-3
COc1ccc(NC(=O)/C(C#N)=C/c2cc3c(cc2Br)OCO3)cc1	0	-1
COCc1[nH]nc2c1C(c1ccc(-c3ccccc3)cc1)C(C#N)=C(N)O2 (stereo not drawn)	-2	12
CC(C)NC(=O)C1CCCN(c2cnn(Cc3ccccc3)c(=O)c2)C1 (stereo not drawn)	-4	3
O=C(NCc1cccc(F)c1)C1CC(=O)N(Cc2ccc(F)cc2)C1 (stereo not drawn)	-2	1
Cc1ccc2nc(NS(=O)(=O)c3cn(C)nc3C)sc2c1	-6	-10
COc1ccc(CNC(=O)c2ccc3c(c2)nc2n3CCCCC2)cc1	-4	3
Further results.
SMILES	Pf apPOL inh	mHTT CaM bind
Cc1ccc(CNC(=O)CN(C)S(=O)(=O)c2ccc(Br)s2)cc1	-2	-2
Cc1ccc([C@H]2C[C@@H](n3cc(-c4ccc(F)cc4)nn3)[C@H](O)CN2C(=O)c2cccs2)cc1	-2	0
CC(NC(=O)CNc1c2ccccc2nc2ccccc12)C(=O)O (stereo not drawn)	-9	3
O=C(Nc1nc2nccc(-c3ccccc3)n2n1)C(Cl)(Cl)Cl	4	4
O=C(Nc1ccc(F)cc1)c1ccc(C(=O)Nc2ccc(F)cc2)cc1	-3	-1
COC(=O)c1ccccc1S(=O)(=O)N1CCC(c2noc(-c3ccccc3C)n2)CC1	-2	-30
O=C(Nc1cccc(C(F)(F)F)c1)C1CC(c2ccccc2F)=NO1 (stereo not drawn)	2	-36
CCC(=O)Nc1cccn2nc(CC)nc12	0	-12
Cc1ccc(N2CCn3c(SCC(=O)NCc4ccco4)nnc32)cc1	-3	-4
COc1ccc(-c2c(C#N)c(N)n3c(nc4ccccc43)c2C#N)c(OC)c1	-4	2
COc1ccc(N=C(NC#N)SC)cc1	nt	-9
O=C(C1CCCC1)N1CCC(c2cnn(-c3ccc(F)cc3)c2)CC1	0	-15
O=C(/C=C/c1ccc2c(c1)OCO2)Nc1ccccc1C(F)(F)F	0	-3
Oc1ccccc1-c1nc(N2CCCC2)c2ccccc2n1	-6	-9
Cc1noc(C)c1S(=O)(=O)N1CCN(c2nc3ccccc3n2C)CC1	-4	-6
CC(=O)c1cccc(N2CN=c3s/c(=C\c4ccccn4)c(=O)n3C2)c1	-6	32
O=C(Nc1ccccc1C(F)(F)F)c1ccc(SCC(=O)N2CCOCC2)c([N+](=O)[O-])c1	-5	3
Cc1nn(-c2ccc(F)cc2)c2nc(N3CCCC(C(=O)NC4CCCCC4)C3)sc12 (stereo not drawn)	-1	-10
N#Cc1c(-n2cccc2C#N)sc2c1CCCC2	-2	-31
COc1ccccc1C(=O)Nc1cc(Cl)c(Cl)cc1Cl	-8	-5
CC(C)c1ccccc1NS(=O)(=O)c1ccc(F)cc1	2	-8
CCc1ccccc1NC(=O)N1CC(c2nc(C)no2)C2(CCOCC2)C1 (stereo not drawn)	5	1
CCOc1ccccc1NC(=O)c1cc2ccccc2o1	0	-14
O=C(O)c1cccc(N2C(=O)C3CC=CCC3C2=O)c1 (stereo not drawn)	1&0	-5&3
N#CCC[C@@H]1CC[C@]2(CCCN(C(=O)c3ccco3)C2)O1	-6	99*
Cc1cc(C)c(O)c(N=Cc2cccc([N+](=O)[O-])c2O)c1	-1	26

Screening data from PubChem BioAssay.
